Assay outcomes as filed in PubChem.
L major viab – inhibitors of Leishmania major promastigote growth | inhibition, % at 10 µM | hit rate 9% among 200,000 | Leishmania major promastigotes, resazurin fluorescence viability; in the data active = inhibition above about 50%;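 also: promastigotes grown with compound for 44 hours at 28 °C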
PPARg SRC-1 ag – agonists of human PPARgamma SRC-1 coactivator recruitment; PPARgamma-SRC-1 coactivator recruitment biochemical assay; activation, % at 8 µM; hit rate 0.41% among 200,000; P37231; in the data active = activation above about 19%;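 also: 0% = DMSO and 100% = reference agonist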
Target sequence (P37231 whole entry, looked up): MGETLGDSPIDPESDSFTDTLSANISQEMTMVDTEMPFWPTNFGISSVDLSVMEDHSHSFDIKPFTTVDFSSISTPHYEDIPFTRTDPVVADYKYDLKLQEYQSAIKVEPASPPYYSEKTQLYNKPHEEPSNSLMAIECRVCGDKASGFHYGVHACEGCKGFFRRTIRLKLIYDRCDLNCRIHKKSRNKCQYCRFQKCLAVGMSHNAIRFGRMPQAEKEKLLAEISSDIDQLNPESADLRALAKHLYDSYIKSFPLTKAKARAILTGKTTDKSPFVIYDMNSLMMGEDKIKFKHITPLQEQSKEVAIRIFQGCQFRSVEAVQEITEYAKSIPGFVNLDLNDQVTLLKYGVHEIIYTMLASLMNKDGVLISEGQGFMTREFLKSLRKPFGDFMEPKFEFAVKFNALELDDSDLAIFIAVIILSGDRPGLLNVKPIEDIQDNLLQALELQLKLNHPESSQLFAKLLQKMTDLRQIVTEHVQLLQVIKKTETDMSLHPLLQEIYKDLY
PPARg SRC3 recr – promotes SRC-3 coactivator recruitment by human PPARgamma; P37231; biochemical PPARgamma/SRC-3 coactivator recruitment assay; activation, % at 8 µM; hit rate 0.26% among 200,000; AID 731; in the data active = activation above about 23%;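 also: 0% = DMSO and 100% = reference agonist; some compounds past the cut are filed as inactive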
PPARg SRC2 recr – agonists of SRC-2 recruitment by human PPARgamma | P37231 | PPARgamma LBD-SRC-2 recruitment, biochemical | activation, % at 8 µM | hit rate 0.34% among 200,000 | AID 1032; in the data active = activation above about 22%;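 also: 0% = vehicle and 100% = reference agonist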
bIAP activator – increases bovine intestinal alkaline phosphatase activity | purified bovine IAP, CDP-star luminescence, 30 min; active compounds read high; fold of DMSO-control signal, blank-subtracted | activation factor at 20 µM | hit rate 0.17% among 200,000;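 active = activation factor of 2 or more at 20 µM, a signal rise over negative controls twice the positive control's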
bIAP inh – blocks bovine intestinal alkaline phosphatase activity | purified bovine IAP, CDP-star luminescence, 30 min | inhibition, % at 20 µM | 190,000 tested, under 10 active;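 active = over 50% inhibition of intestinal alkaline phosphatase at 20 µM in the single-dose screen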
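test system = bovine IAP enzyme | medium = DEA buffer 100 mM, pH 9.8, with MgCl2 1.0 mM, ZnCl2 0.02 mM | detection = luminescence | dosing = single compound dose of 20 µM, 2% DMSO final | incubation = 30 min reaction at room temperature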
Redox H2O2 prof – compounds producing H2O2 with reducing agent – biochemical, NIH compound library profiling, artefact control for MLSCN library redox annotation, primary screen. DTT-dependent redox cycling H2O2, phenol red/HRP absorbance; 100% = 100 µM peroxide control, 0% = buffer. hit rate 0.03% among 200,000. activation, % at 10 µM. AID 878;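 active = activation of at least 50% relative to the plate's high and low controls in the primary single-dose screen; inactive = activation below 50%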;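 also: compound incubated with DTT at 0.8 mM final as the reducing agent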
S1P3 antagonist – S1P3 (human) receptor antagonism; Q99500; CHO S1P3 NFAT-BLA reporter, FRET fluorescence, antagonist mode; inhibition, % at 4.98 µM; hit rate 0.27% among 170,000;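 active = inhibition above the plate cutoff, the mean inhibition of test wells on that plate plus 3 SD, cut at about 28% in these data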;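 also: cells challenged with S1P at its EC80 of 0.8 µM; blue over green emission ratio from cleaved BLA substrate after 4 h stimulation; 0% = S1P-stimulated wells and 100% = unstimulated DMSO-only wells; some compounds past the cut are filed as inactive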
TLR4 MyD88 comp – blocks binding of human TLR4 to MyD88 | hit rate 0.18% among 200,000 | HeLa CL3-4 TLR4/MyD88 BLA complementation, FRET ratio | inhibition, % at 8.4 µM | AID 861 | O00206+Q99836; in the data active = inhibition above about 25%;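 also: 0% = vehicle and 100% = reference inhibitor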
ROMK primary – human ROMK K+ channel modulation, primary screen; P48048; Tet-inducible ROMK, thallium flux fluorescence; actives lie on both sides; B-score at 10 µM; hit rate 2% among 130,000; AID 1918;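 active = signal ratio slope over the read window, or its plate-corrected B-score, at least 3 SD from the plate mean, either direction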;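 also: B-score of the F/F0 ratio slope over 7 to 12 s after thallium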
Target sequence (P48048 whole entry, looked up): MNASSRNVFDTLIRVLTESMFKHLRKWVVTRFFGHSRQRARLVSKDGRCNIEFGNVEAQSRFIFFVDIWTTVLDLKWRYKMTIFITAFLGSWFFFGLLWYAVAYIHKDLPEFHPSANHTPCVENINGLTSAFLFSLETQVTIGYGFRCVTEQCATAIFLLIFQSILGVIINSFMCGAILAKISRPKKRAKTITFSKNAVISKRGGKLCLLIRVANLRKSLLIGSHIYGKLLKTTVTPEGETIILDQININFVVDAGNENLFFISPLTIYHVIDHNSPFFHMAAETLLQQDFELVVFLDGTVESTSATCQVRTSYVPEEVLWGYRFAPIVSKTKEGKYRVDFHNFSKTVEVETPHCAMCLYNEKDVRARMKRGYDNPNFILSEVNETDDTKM
SRC2 TRFRET art – flags TR-FRET format artefacts in PPARgamma SRC-2 recruitment agonist screen; TR-FRET artefact counter-screen; active compounds read high; TR-FRET ratio at 8 µM; hit rate 0.4% among 200,000; AID 1049; in the data active = TR-FRET ratio above about 2000; also: inactives centre near 1500
Starred values were filed as active, the others as inactive; . = not tested or not shown. These rows are one share of the data, so the mix of outcomes need not match the whole.

SMILES | L major viab | PPARg SRC-1 ag | PPARg SRC3 recr | PPARg SRC2 recr | bIAP activator | bIAP inh | Redox H2O2 prof | S1P3 antagonist | TLR4 MyD88 comp | ROMK primary | SRC2 TRFRET art
c1ccc(C2CC3CC(c4ccco4)N2O3)cc1 (centres undefined) | 0 | -4 | -6 | 3 | 1 | 3 | 0.9 | 15 | 1 | 0.082 | 1544
Cc1cc2c(s1)NC(=O)CN=C2c1cccs1 | 2 | 6 | 6 | 9 | 1 | -2 | 0.0 | . | -2 | 0 | 1575
CCc1ccccc1NC(=O)CSc1nnc([C@@H](N)Cc2c[nH]c3ccccc23)o1 | -5 | -2 | -2 | 1 | 1.1 | -14 | 0.8 | -48 | 6 | . | 1459
COC(=O)COc1cc(C)cc2oc(=O)c3c(c12)CCCC3 | -6 | 4 | 4 | 8 | 0.9 | 13 | -2.2 | . | 12 | . | 1614
O=C1/C(=C\c2ccc3c(c2)OCO3)N2CCC1CC2 | 4 | -2 | -8 | 1 | 0.9 | 13 | -7.8 | . | 8 | -1.4 | 1584
COc1ccc(OC)c(-n2c(O)c(C=Nc3c(C)n(C)n(-c4ccccc4)c3=O)c(=O)[nH]c2=O)c1 | 7 | 2 | -2 | 6 | 1 | -1 | 0.7 | 1 | -9 | -1.1 | 1338
Cc1ccc(S(=O)(=O)N2CN3CCN(C3)C2)cc1 | 13 | 5 | -7 | 3 | 1 | 1 | 0.0 | -1 | 8 | 0.0079 | 1349
O=C1NC(=O)C2(Cc3ccccc3N3CCCC32)C(=O)N1 (centres undefined) | -3 | 0 | -2 | -1 | 1 | 1 | 5.3 | . | -6 | -0.85 | 1420
CN1CCc2nc(N)c(C#N)c(-c3ccccc3)c2C1 | -4 | -6 | 8 | 5 | 1 | -1 | -0.4 | . | -4 | . | 1661
O=C(NCCO)c1nsnc1NCCCl | -5 | -8 | -4 | -4 | 1.1 | -9 | -0.5 | -14 | -8 | -0.3 | 1525
CCCCn1c(O)c(C=NCCN2CCCCC2)c(=O)[nH]c1=O | -6 | 6 | -9 | -2 | 1 | -4 | 3.1 | . | 2 | -0.46 | 1540
CCOC(=O)C1(CCCc2ccccc2)CCN(C2CCCC2)CC1 | 71* | 9 | 2 | 1 | 1.1 | -14 | -0.1 | 3 | 1 | -1 | 1716
O=C1NC(=O)C(=Cc2ccc(OCCOc3ccc([N+](=O)[O-])cc3)cc2)C(=O)N1 | 4 | 3 | 5 | -1 | 0.9 | 7 | -0.3 | -7 | 0 | 1.2 | 1393
N#CC1=C(N)Oc2c(c(=O)oc3ccccc23)C1c1ccc([N+](=O)[O-])o1 (centres undefined) | -2 | 4 | 4 | 3 | 1.1 | -5 | -0.3 | -15 | 5 | . | 1632
CCOc1ccc([N+](=O)[O-])cc1CNCCc1ccccc1 | 96* | -3 | 1 | 3 | 1 | 1 | 0.0 | 12 | 0 | . | 1501
COc1ccccc1N1C(=O)NC(=O)/C(=C\c2cnn(-c3ccccc3)c2)C1=O | -1 | 12 | 1 | 5 | 1.1 | -12 | -0.1 | 15 | 10 | -0.2 | 1521
CCOC(=O)C(=CNc1ccc(C(O)(C(=O)OCC)C(F)(F)F)cc1C)C(=O)OCC (centres undefined) | 55* | 3 | 0 | 0 | 1 | 0 | -0.8 | -14 | -14 | . | 1515
C=CCC1(CN2CCCCCC2=O)C(=O)NC(=O)NC1=O | 0 | -6 | -14 | -6 | 1 | 5 | 2.0 | . | 4 | 1.3 | 1500
CC(C)CN(CC(C)C)C(=O)C1C2c3ccccc3C(c3ccccc32)C1C(=O)O (centres undefined) | -3 | -9 | 0 | -2 | 1.1 | -6 | -0.3 | -15 | 1 | 0.23 | 1389
CCc1c(C)nc(N)nc1N1N=C1SCCOc1ccccc1 | 19 | -8 | -2 | 8 | 1.1 | -7 | -0.9 | -35 | 4 | 0.69 | 1556
COC(=O)C(O)(c1ccc(NC(=O)NC2CCCCC2)cc1)C(F)(F)F (centres undefined) | -8 | 1 | 2 | 3 | 0.9 | 12 | 1.5 | 2 | -14 | -0.55 | 1553
CCOC(=O)c1nc2ccccc2c(=O)n1-c1ccc(C)cc1 | -1 | 5 | -1 | -1 | 0.9 | 8 | 0.0 | . | -3 | 0.41 | 1560
c1cc2n(c1)-c1c(ccc3c1OCO3)CNC2c1ccc2c(c1)OCO2 (centres undefined) | 14 | 4 | 0 | 3 | 1 | -4 | -0.5 | -8 | -15 | -2.9 | 1454
COc1ccc(NC(c2ccccc2)P(=O)(Oc2ccccc2)Oc2ccccc2)cc1 (centres undefined) | 5 | 5 | 2 | 6 | 0.9 | 10 | 1.7 | -14 | -6 | . | 1533
c1ccc2c(c1)[nH]c1cnccc12 | 2 | 8 | 6 | 5 | 1 | 4 | -0.8 | -4 | 4 | . | 1759
CC(C)(C)c1ccc(S(=O)(=O)N2CC3CC(C2)c2cccc(=O)n2C3)cc1 (centres undefined) | -4 | 16 | 8 | 5 | 1 | -3 | 2.1 | . | 1 | . | 1624
Fc1ccc(N2CCN(Cc3ccc4c(c3)OCO4)CC2)cc1 | 44 | 10 | 1 | 4 | 1 | 4 | -0.6 | 3 | 11 | . | 1614
COC(=O)CC1=C(C(=O)OC)C2(C(=O)Nc3c(C)cccc32)C(C#N)=C(N)O1 (centres undefined) | 2 | 1 | 13 | 8 | 1 | -4 | -0.5 | -1 | -8 | . | 1719
O=c1cccc2n1CC1CC2CN(Cc2c(Cl)cccc2Cl)C1 (centres undefined) | -2 | 2 | -6 | 4 | 1.1 | -5 | -2.4 | -36 | 11 | . | 1565
CCN1CCN(Cc2ccc(OC(F)(F)F)cc2)CC1 | 89* | 0 | 2 | 4 | 1.1 | -10 | -2.3 | -6 | -11 | . | 1578
N=c1c[n+](CC23CC4CC(CC(C4)C2)C3)[n-]o1 | 13 | 1 | 10 | 13 | 0.9 | 13 | -0.1 | 7 | -4 | . | 1707
O=P(NC(c1ccccc1)c1ccccc1)(Oc1ccccc1)Oc1ccccc1 | 1 | 0 | 0 | 10 | 0.9 | 10 | 0.9 | 13 | 0 | 0.98 | 1800
O=c1[nH]c(=S)[nH]c(O)c1C(c1ccccn1)c1c(O)[nH]c(=S)[nH]c1=O | -2 | 8 | 8 | 9 | 1 | 4 | 0.1 | -6 | -1 | -0.15 | 1607
CS(=O)(=O)NCc1nnc2n1-c1ccc(Cl)cc1C(c1ccccc1)=NC2 | -7 | 6 | 1 | 6 | 1 | -3 | -0.2 | 7 | 0 | . | 1488
CCC(=Nc1ccc(OC)cc1OC)c1c(O)n(C)c(=O)n(C)c1=O | 26 | -3 | 1 | -4 | 1 | -2 | 1.9 | 21 | -16 | . | 1753
Cc1c(C=C2C(=O)N(C)C(=O)N(C)C2=O)c(=O)n(-c2ccccc2)n1C | -6 | -7 | -4 | -9 | 0.9 | 6 | -0.2 | 2 | 0 | . | 1359
O=C(N/N=C1/CN2CCC1CC2)c1cccc(O)c1 | -6 | 1 | 6 | 5 | 1 | 2 | 0.5 | . | 2 | 0.59 | 1514
O=C1CC(c2cccnc2)=NN1c1ccc(Cl)cc1Cl | -9 | 1 | 2 | 5 | 1 | 3 | -0.2 | -11 | 1 | 1.3 | 1481
CC1CN=C(NCc2ccc(F)cc2)S1 (centres undefined) | -3 | -1 | 4 | 9 | 1.2 | -18 | -0.6 | -19 | -8 | -0.69 | 1581
CC(C)[C@]12O[C@H]1[C@@H]1O[C@]13[C@]1(O[C@H]1C[C@H]1C4=C(CC[C@@]13C)C(=O)OC4)[C@@H]2O | . | -3 | 1 | 1 | 0.9 | 6 | . | 105* | . | . | 1421
CCOc1nc(NC(C)C)nc(N2CC3CC(C2)c2cccc(=O)n2C3)n1 (centres undefined) | -3 | 2 | -1 | 3 | 0.9 | 6 | 0.0 | -1 | 13 | -0.33 | 1584
COC(=O)c1cncn1C(C)c1ccccc1 (centres undefined) | -7 | -2 | 14 | 11 | 1.1 | -7 | -0.4 | . | 4 | 0.46 | 1457
NC(=O)Nc1cccc(C(F)(F)F)c1 | -3 | 0 | 5 | 1 | 0.9 | 11 | 2.9 | -42 | 9 | . | 1608
Cc1ccc(-c2nc3ccccc3c(=O)n2-c2cccc(O)c2)cc1 | -2 | 5 | 0 | 0 | 1 | -2 | -0.2 | -14 | -8 | 0.038 | 1588
C#CCN1CCN(c2cccc(C(F)(F)F)c2)CC1 | 2 | -4 | -7 | -4 | 1 | -4 | -1.2 | -17 | -14 | 0.21 | 1512
CC1=C(/C=C/c2ccccc2)CCN(C)C1 | 99* | 1 | 7 | 4 | 0.9 | 6 | -5.2 | . | -6 | -1.2 | 1585
COc1cccc(O)c1CN1CCCC(C(=O)c2ccccc2SC)C1 (centres undefined) | 20 | 2 | 1 | 5 | 0.9 | 5 | -0.1 | 12 | -9 | -0.63 | 1508
Cn1cccc1CNCCc1ccccc1 | -5 | 11 | 4 | -3 | 0.9 | 8 | -3.7 | . | 11 | . | 1546
Cn1cccc1/C=C1\C(=O)NC(=O)N(Cc2ccccc2Cl)C1=O | 9 | 8 | 5 | 0 | 0.9 | 9 | -0.8 | 0 | 0 | 0.12 | 1526
O=C(Cn1ncc2c3ccccc3n(Cc3ccc(F)cc3)c2c1=O)N1CCC2(CC1)OCCO2 | 1 | -2 | 1 | 10 | 0.9 | 11 | -0.4 | 11 | -7 | . | 1617
New compounds follow
SMILES | L major viab | PPARg SRC-1 ag | PPARg SRC3 recr | PPARg SRC2 recr | bIAP activator | bIAP inh | Redox H2O2 prof | S1P3 antagonist | TLR4 MyD88 comp | ROMK primary | SRC2 TRFRET art
Cc1ccc2c(c1)c(=O)c1c3n2CCN(CC#N)C3CC1 (centres undefined) | -7 | -5 | 2 | -1 | 0.9 | 6 | 0.0 | -17 | 9 | 0.018 | 1489
Cc1c(C(c2ccc(Cl)cc2Cl)c2c(O)c3ccccc3oc2=O)c(=O)n(-c2ccccc2)n1C (centres undefined) | -12 | 6 | 5 | 1 | 0.9 | 7 | -0.7 | -21 | 0 | -0.2 | 1548
CC(=O)c1c(O)n(C)c(=S)n(-c2ccccc2)c1=O | -3 | -6 | -11 | 1 | 0.9 | 8 | -0.3 | -4 | -7 | 0.0088 | 1278
CN(C)C(=O)On1c(-c2ccccc2)nc2ccc(Cl)cc21 | 1 | 6 | 12 | 12 | 0.9 | 6 | -0.1 | . | 6 | -0.47 | 1592
Cc1ccc(C(=O)C2(C)N(O)C(C)C(c3cccs3)=[N+]2[O-])cc1 (centres undefined) | -1 | 1 | -14 | -10 | 1 | 5 | 2.2 | . | 1 | . | 1419
Cc1cc(C=O)c(C)n1C1CCCCC1 | -4 | 4 | -3 | -4 | 0.9 | 6 | 3.2 | . | -11 | -0.53 | 1534
